# PTEN del growth: growth suppression of PTEN-null HCT116, primary screen, cell-based, CellTiter-Glo. HCT116 PTEN-null viability, 60 h; active compounds read low. viability, % at 10 µM. actives 1.2% (n = 140,000). AID 827, 2007;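 active = viability at or below a set limit, 4 SD under the median of all tested compounds, cut at about 3.7% in these data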;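 note: PTEN knockout HCT116 line with beta catenin targeted HCT116 as companion control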
# NPY-Y2 antag: NPY-Y2 receptor antagonists, primary screen, cell-based; Neuropeptide Y receptor type 2 (Homo sapiens), P49146; inhibition, % at 2.7 µM; actives 0.99% (n = 140,000); NPY-Y2 expressing cells, antagonist mode; in the data active = inhibition above about 17%;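 note: 0% = vehicle with agonist challenge and 100% = reference antagonist with challenge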
# Target sequence (P49146 whole entry, looked up): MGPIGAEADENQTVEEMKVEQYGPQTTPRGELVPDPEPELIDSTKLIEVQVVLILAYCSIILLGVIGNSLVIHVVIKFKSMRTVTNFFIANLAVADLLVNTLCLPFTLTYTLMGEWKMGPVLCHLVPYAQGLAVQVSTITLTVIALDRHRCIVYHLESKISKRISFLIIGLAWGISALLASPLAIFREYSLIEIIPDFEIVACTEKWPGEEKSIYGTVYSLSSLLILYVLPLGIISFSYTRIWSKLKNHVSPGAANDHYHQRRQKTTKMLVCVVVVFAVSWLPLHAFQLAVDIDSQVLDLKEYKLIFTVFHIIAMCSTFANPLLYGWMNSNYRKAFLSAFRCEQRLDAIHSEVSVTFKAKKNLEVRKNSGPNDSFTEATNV
# HCT116 bCat-KO: primary screen for growth suppressors in beta-catenin knockout HCT116 cells (colon tumor, human); HCT116 beta-catenin knockout viability, CellTiter-Glo, 60 h; active compounds read low; viability, % at 10 µM; actives 1.5% (n = 140,000); AID 818, 2007;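 active = viability at or under a set limit, the compound median less 4 SD, cut at about 6% in these data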;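 note: 0% = Hyamine 1622 control at 20 µM and 100% = untreated cell control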
# GALR2 blocker: GALR2 antagonists in receptor-expressing cells, primary screen. Galanin receptor type 2 (Homo sapiens), O43603. antagonist mode. inhibition, % at 4 µM. actives 0.39% (n = 140,000). AID 828, 2007; in the data active = inhibition above about 27%;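 note: cells stimulated with galanin 1-16 at roughly its EC80; 0% = agonist challenge control and 100% = basal control without agonist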
# Target sequence (O43603 whole entry, looked up): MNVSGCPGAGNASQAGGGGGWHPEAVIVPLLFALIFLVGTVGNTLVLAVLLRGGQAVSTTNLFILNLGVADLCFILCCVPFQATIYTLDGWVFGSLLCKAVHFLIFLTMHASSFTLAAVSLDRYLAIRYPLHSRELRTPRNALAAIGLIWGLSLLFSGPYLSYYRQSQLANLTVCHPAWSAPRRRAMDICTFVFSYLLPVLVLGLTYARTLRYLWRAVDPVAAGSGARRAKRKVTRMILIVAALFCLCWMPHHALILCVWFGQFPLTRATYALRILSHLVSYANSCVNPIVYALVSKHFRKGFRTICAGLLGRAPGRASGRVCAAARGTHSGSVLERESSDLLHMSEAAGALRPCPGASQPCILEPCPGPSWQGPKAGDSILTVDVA
# E-sel TNF inh: E-selectin induction blockers in HUVEC – imaging, immunofluorescence, high content, primary screen; HUVEC TNFa-induced E-selectin immunofluorescence; inhibition, % at 2 µM; actives 0.71% (n = 120,000);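 active = inhibition above the batch mean plus 3 SD, and confirmed as a hit on visual image review, cut at about 43% in these data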;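 note: 0% = TNF-stimulated DMSO wells and 100% = unstimulated control wells; not every result past the cut was called active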
# Yeast life ext: compounds extending yeast replicative lifespan, primary screen, S. cerevisiae, OD615 | S. cerevisiae growth with nicotinamide; deaD strain in restrictive glucose medium | inhibition of the nicotinamide effect, % at 10 µM | actives 0.68% (n = 130,000) | AID 775, 2007;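 active = inhibition above a set limit, placed 3 SD over the median of all compounds, cut at about 26% in these data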;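 note: 0% = nicotinamide-treated wells and 100% = cells grown without nicotinamide; some compounds called inactive have numbers as strong as hits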
#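 System: DeaD-strain S. cerevisiae / Buffer or medium: CSMM-D, restrictive glucose (dextrose) synthetic minimal medium / Probe or stimulus: nicotinamide, 1.5 mM, co-present with compound / Compound: one concentration, 10 µM, DMSO 0.25% / Incubation: 48 h compound exposure at 30 °C, humidified / Technique: optical density (absorbance) at 615 nm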
# MRP1 act: H69AR viability gain despite doxorubicin, primary screen, MRP-1 activator project, H69AR cells, CellTiter-Glo; viability rescue; viability increase, % at 10 µM; actives 0.61% (n = 140,000); AID 799, 2007;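 active = viability gain under doxorubicin at or above a set limit, the compound median plus 3 SD, cut at about 4.7% in these data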;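 note: MRP-1 overexpressing cells given doxorubicin 25 µM after compound pretreatment; 18-22 h compound pretreatment then 72 h with doxorubicin before readout; 0% = doxorubicin-only wells and 100% = vehicle-treated cells without doxorubicin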
# Phagocytosis inh: inhibitors of macrophage phagocytosis, primary screen, imaging, J774A.1 cells, IgG beads; actives 0.07% (n = 110,000); inhibition, % at 5 µM; J774A.1 macrophage IgG-bead phagocytosis;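 active = inhibition above the mean of the plate negative controls plus 5 SD, cut at about 13% in these data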;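 note: phagocytic index as fraction of beads internalized from green versus red external bead signal; plate controls were DMSO negative control for no effect and cytochalasin-D positive control for full effect; some results beyond the cut were filed as inactive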
# Measles CPE: compounds protecting cells from measles virus cytopathic effect, primary screen, measles RdRp inhibitor project, single point, MLSMR library, absorbance | Measles virus-infected cells, CPE protection | protection (pct of control), % at 4 µM | actives 1.5% (n = 140,000); in the data active = protection mostly above about 24%, no sharp cut-off; inactive = mostly below about 26%; note: some compounds called inactive have numbers as strong as hits
# BB579 growth dn: growth inhibitors of yeast BB579 in restrictive medium, primary screen, yeast lifespan-shortening project, S. cerevisiae; OD615, 48 h; inhibition, % at 10 µM; actives 0.51% (n = 140,000); AID 804, 2007;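 active = inhibition above a set limit, 3 SD over the mean compound inhibition, cut at about 44% in these data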; note: inactives centre near -24
#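 System: Saccharomyces cerevisiae DeaD strain BB579, replicative lifespan model yeast | Buffer or medium: Restrictive glucose-based CSMM-D medium | Times: 4 h preincubation and 48 h exposure at 30 °C | Detection: OD615 turbidity measurement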
# Numbers without * were called inactive; . = not tested or not shown; [ ] = another dose, or the depositor's remark.
SMILES,PTEN del growth,NPY-Y2 antag,HCT116 bCat-KO,GALR2 blocker,E-sel TNF inh,Yeast life ext,MRP1 act,Phagocytosis inh,Measles CPE,BB579 growth dn
CCOC(=O)c1cccc(NC(=O)CN(c2ccc(OC)cc2)S(=O)(=O)c2c(C)noc2C)c1,70.9,0.4,82.6,1.7,-2.5,-5.2,-2.5,1.4,1.3,-5.8
CCC(C)(C(=O)NC1CCCC1)N(CC1CCCO1)C(=O)CNC(=O)c1ccccc1 (configuration not stated),104.8,2.9,99.1,9.7,-24.1,3.5,-0.2,-2.9,10.2,-18.8
O=C(CSc1cccs1)NCCc1ccccc1,101.9,1.3,101.9,-2.7,19.0,-4.2,0.4,3.5,4.6,10.8
CCC(C)[C@H](NC(=O)N1CCCC1)C(=O)OC (some centres not stated),97.1,2.8,89.6,16.8,13.1,-6.0,-1.7,.,8.6,0.6
Clc1ccc(Cn2cccc2C2=NCCO2)cc1,86.5,6.4,87.8,4.0,3.6,-9.2,-2.2,.,5.6,14.0
CC1CCC(C(C)C)C(OCC[N+](C)(C)C)C1 (configuration not stated),84.8,3.6,89.6,-12.2,.,-1.5,-2.6,-1.6,23.3,-24.4
CCOc1cccc(N2C(=O)CC(n3cnc4ccccc43)C2=O)c1 (configuration not stated),96.5,-0.1,87.7,2.9,4.4,-13.0,-0.6,.,36.4,-30.7
COc1ccc(Cl)cc1NC(=O)CN(C)C1CCCCC1,76.3,4.8,75.1,-10.4,36.3,4.1,-0.5,-1.0,8.8,-54.8
Nc1c(C(=O)NC23CC4CC(CC(C4)C2)C3)sc2nc3c(c(C(F)(F)F)c12)CCC3,94.3,-1.2,96.0,2.9,-14.7,-17.0,0.6,.,9.2,-19.1
COc1ccc(N=C2C(=Nc3ccc(OC)cc3)N(c3ccc(OC)cc3)C(=S)N2C(=O)c2ccc(OC)cc2)cc1,99.5,-0.3,95.1,-0.2,36.8,.,-4.6,.,10.1,-50.9
Cc1ccc(C)c(N2CCN(C(=S)NC3CCCCC3)CC2)c1,94.8,1.3,95.9,-12.7,.,1.0,-1.8,-6.9,4.9,-29.1
CCN(CC)S(=O)(=O)c1ccc(C(=O)C(C#N)c2ccccn2)cc1 (configuration not stated),102.0,0.4,110.0,7.6,.,-10.1,0.9,.,1.7,-63.4
COC(=O)c1ccc(CSc2nc(N3CCOCC3)c3c(c2C#N)CC(C)(C)OC3)o1,80.0,7.5,84.0,1.5,18.0,-3.8,-3.0,-0.2,6.9,-8.2
CCOC(=O)C1CCCN(C(=O)CNC(=O)Cn2ccc3ccccc3c2=O)C1 (configuration not stated),104.5,1.9,97.6,-4.8,-26.0,-10.0,-1.1,-1.2,5.8,-55.5
CC(C)NC(=S)NC(=O)c1ccc(-c2ccccc2)cc1,65.6,1.1,66.9,-19.9,36.2,-6.7,-3.3,-10.8,17.1,-15.4

# Some of these compounds in order of their number in Yeast life ext, low to high.
Molecule	NPY-Y2 antag	GALR2 blocker	E-sel TNF inh	Yeast life ext	Phagocytosis inh	Measles CPE
CCC(C)[C@H](NC(=O)N1CCCC1)C(=O)OC (some centres not stated)	2.8	16.8	13.1	-6.0	.	8.6
O=C(CSc1cccs1)NCCc1ccccc1	1.3	-2.7	19.0	-4.2	3.5	4.6
CC1CCC(C(C)C)C(OCC[N+](C)(C)C)C1 (configuration not stated)	3.6	-12.2	.	-1.5	-1.6	23.3

# (listing goes on)
SMILES,PTEN del growth,NPY-Y2 antag,HCT116 bCat-KO,GALR2 blocker,E-sel TNF inh,Yeast life ext,MRP1 act,Phagocytosis inh,Measles CPE,BB579 growth dn
COCCN(C(=O)Cc1cccs1)c1nnc(-c2ccncc2)s1,99.9,0.2,109.0,11.7,.,-14.6,-1.8,-0.5,11.3,-5.4
COc1cccc(N2CCN(C(=O)C3CCCN(S(=O)(=O)c4cnc[nH]4)C3)CC2)c1 (configuration not stated),83.4,1.5,80.0,-2.8,.,-7.1,-1.3,-0.3,10.4,-10.7
O=C(CN1C(=O)c2cccc3cccc1c23)Nc1cccnc1,94.8,2.5,92.1,12.0,-13.4,.,-1.6,.,12.7,-37.1
CCOc1ccc(C(=O)OCCCN(C)C)cc1,92.6,-0.9,88.6,-1.0,11.5,8.8,-2.8,0.6,2.8,-15.9
COc1cccc(CN2C(=O)CCC2(C)C(=O)NC2CCCC2)c1 (configuration not stated),87.5,5.1,87.6,-15.3,27.2,-5.7,-1.0,2.2,4.2,-29.7
CCCC(=O)OC1CC(C)N(C(=O)c2ccccc2)c2ccc(C)cc21 (configuration not stated),72.0,5.2,64.7,-1.8,-1.3,.,-0.3,.,20.7,3.1
CCOc1ccc(NC(=O)c2ccccc2NC(=O)CN2CCN(C(C)=O)CC2)cc1,79.5,-1.9,87.8,5.6,2.4,-11.2,-3.6,.,12.8,-14.6
CC(=O)c1cc2c(cc1NC(=O)CSc1nc3ccccc3[nH]1)OCO2,87.8,3.3,89.1,18.7,4.1,-3.8,0.7,-8.1,2.5,-12.7
O=c1c2ccccc2nc(SCc2ccc([N+](=O)[O-])cc2)n1CCCO,77.9,2.6,84.0,-2.8,-10.6,-1.8,1.0,-5.4,23.5,-30.7
COc1ccc2c(c1)C(C)=CC(C)(C)N2C(=O)C(C)N1C(=O)c2ccccc2C1=O (configuration not stated),79.8,4.3,83.4,2.1,-4.4,-5.8,-1.2,.,6.2,-36.0
N#CC1=C(N)OC2=C(C(=O)CC(c3ccccc3)C2)C1c1ccc2c(c1)OCO2 (configuration not stated),97.8,1.2,92.4,11.2,4.2,7.9,-1.5,.,6.8,-29.7
O=C(CNC(c1ccccc1)c1ccccc1)Nc1c(F)cccc1F,95.5,2.2,92.1,-3.8,.,8.8,-3.6,.,19.7,-40.9
Cc1c(NC(=O)N(C)C)c(=O)n(-c2ccccc2)n1C,100.6,1.9,90.1,7.2,-17.8,.,-1.5,.,17.2,-6.7
CCNC(=S)N(Cc1cc2cc(C)cc(C)c2[nH]c1=O)C1CCCC1,79.8,2.2,77.4,-5.5,3.2,0.4,-3.5,-7.4,12.0,-18.9
CN1C(=O)CC(N2CCC(C(N)=O)CC2)C1=O (configuration not stated),93.7,5.4,96.2,-3.7,10.9,.,-0.3,.,5.9,-5.4
CCNC(=S)N(Cc1cccs1)Cc1cc2cc(OCC)ccc2[nH]c1=O,82.3,2.4,76.0,-10.8,9.5,4.8,-3.0,-7.6,14.1,-15.9
NC(=O)c1cc2cc(Br)ccc2oc1=NCc1ccccc1,105.5,4.2,104.2,-0.7,7.6,-3.9,-2.2,0.1,5.7,-46.6
O=[N+]([O-])c1ccccc1/C=C/CN1CCCCC1,96.4,2.1,95.6,-2.2,-5.5,3.8,-0.6,-1.0,12.0,-12.4
CCNc1nc(NC(C)C)nc(Oc2ccc(OCCOc3ccc(C)cc3)nn2)n1,68.7,-0.4,73.6,-17.9,.,-8.6,-1.6,1.2,3.4,3.8
O=C1Nc2ccc(S(=O)(=O)NCCC3=CCCCC3)c3cccc1c23,84.8,4.9,77.7,0.2,9.0,2.2,-1.2,.,8.4,-31.4
CCN(C(=O)CSc1nnc(Cc2ccccc2F)n1N)C1CCS(=O)(=O)C1 (configuration not stated),98.8,0.9,102.5,0.1,-23.4,-2.9,-1.5,1.2,2.4,-8.1
CCOc1ccc(NS(=O)(=O)c2ccc(OC)c(C)c2)cc1,92.4,3.2,95.9,-1.4,20.3,-5.1,-2.1,-0.3,5.4,-51.5
c1ccc(-c2nc(-c3ccco3)cs2)nc1,97.3,-0.6,105.6,-8.6,-6.3,-19.2,-1.0,-0.5,8.6,-65.7
O=c1[nH]ncc2c3ccccc3n(Cc3ccccc3F)c12,102.5,3.1,116.0,9.5,-15.7,-15.7,-2.7,.,7.5,-33.4
COc1ccc(C2CC(=O)c3ccccc3O2)cc1 (configuration not stated),63.5,-0.4,70.1,3.7,.,-1.3,-3.8,.,2.6,-27.8
Cc1cc(C)cc(OCC(=O)Nc2ccc(N3CCN(S(C)(=O)=O)CC3)cc2)c1,94.2,-1.9,92.3,-10.3,-15.8,2.4,-1.4,-1.4,6.8,-17.5
Cc1ccc(S(=O)(=O)N2CCC(C(=O)N[C@@H](C)C(=O)NCCc3ccccc3)CC2)cc1,93.9,.,89.7,.,.,-6.6,1.6,0.1,10.0,-12.9
CC(C)Cc1nc(Nc2ccc(S(=O)(=O)N3CCCC3)cc2)c2nnn(Cc3ccccc3)c2n1,33.0,1.5,46.5,-10.0,.,2.3,-5.2,.,28.2,-12.8
CCOc1ccccc1N(CC(=O)N1CCCCCC1)S(C)(=O)=O,103.2,1.7,97.4,0.6,-12.8,-5.9,0.4,-0.8,13.7,-8.6
COCCCN1C(=O)c2[nH]nc(-c3ccccc3O)c2C1c1cccc(Cl)c1 (configuration not stated),25.4,1.4,20.4,-2.5,-2.2,-8.3,-4.5,-0.2,9.7,-26.5
O=C(NCCNC(=O)c1cc(OCC(F)(F)F)ccc1OCC(F)(F)F)Nc1ccccc1,86.0,0.7,83.8,-2.0,-15.2,-7.2,-3.2,.,30.3,-44.6
Cc1nn(CC(O)c2ccccc2)c(C)c1Br (configuration not stated),105.4,3.6,90.0,-1.3,2.3,-5.4,1.1,-0.3,17.6,-27.0
Cc1ccccc1-c1nc(CS(=O)(=O)CC(=O)NCc2ccccc2)c(C)o1,77.7,7.4,78.8,0.8,.,-1.9,-1.4,0.1,8.2,-57.9
CC(C)(C)C(=O)Nc1nc(-c2ccc3c(c2)OCO3)cs1,76.9,0.8,78.7,-12.3,-2.3,-15.7,0.7,0.0,23.0,-16.5
O=c1c2ccccc2nc(COc2ccccc2)n1/N=C/c1cc([N+](=O)[O-])ccc1O,7.5,2.2,7.6,8.5,.,-1.0,-2.1,-5.8,8.1,13.3
Cc1cc(NC(=O)/C=C/c2ccccc2)no1,83.8,3.4,89.8,4.1,1.8,-22.0,-0.5,-0.4,15.3,-25.6
CC1(C)Cc2c(sc3nnn(Cc4ccc(Cl)cc4)c(=O)c23)CO1,72.3,4.9,84.7,-12.3,.,1.0,7.4*,37.6*[artifact],7.2,-32.6
N#Cc1c(N)n(CCOC(=O)c2ccc(Cl)cc2)c2nc3ccccc3nc12,80.9,-2.4,84.2,-8.7,-4.1,-21.0,-1.9,3.8,15.9,-36.4
Cc1ccc(N2C(=O)c3ccccc3C2Nc2ccccc2F)nc1 (configuration not stated),88.0,3.6,89.7,4.5,.,5.0,-3.4,-0.4,0.5,-2.7
COC(=O)c1cn(CC(=O)N2CCCCCC2)c2ccccc12,82.0,1.9,90.5,2.8,-4.7,-26.5,-1.2,1.0,4.1,-27.9
